Screening data deposited in PubChem by several laboratories.
p47phox inh = p47phox/p22phox peptide binding inhibitors, primary screen, biochemical, uHTS, NADPH oxidase regulatory subunit | Neutrophil cytosol factor 1 (Homo sapiens), P14598 | inhibition, % at 24.7 µM | fluorescence polarization, 2 h | 220,000 compounds, 0.53% hits;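 also: 0% = p47phox with labelled peptide and 100% = labelled peptide alone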
Target sequence (P14598 whole entry, looked up): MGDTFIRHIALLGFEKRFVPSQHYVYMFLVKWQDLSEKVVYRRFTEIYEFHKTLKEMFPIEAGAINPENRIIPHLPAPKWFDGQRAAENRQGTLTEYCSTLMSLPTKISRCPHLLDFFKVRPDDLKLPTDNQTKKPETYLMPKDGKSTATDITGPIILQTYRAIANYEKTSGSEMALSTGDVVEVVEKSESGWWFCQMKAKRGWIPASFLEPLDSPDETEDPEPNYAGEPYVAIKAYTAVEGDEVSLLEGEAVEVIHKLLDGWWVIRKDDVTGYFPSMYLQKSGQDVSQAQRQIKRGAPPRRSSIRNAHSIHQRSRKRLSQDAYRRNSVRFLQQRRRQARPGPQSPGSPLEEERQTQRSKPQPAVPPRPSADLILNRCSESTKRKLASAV
eIF4E 4G PPI = eIF4E–eIF4G protein interaction inhibitors, primary screen, biochemical, uHTS, TR-FRET, eIF4GI fragment. inhibition, % at 21.7 µM. AID 782, 2007. TR-FRET eIF4E-eIF4GI(517-606) binding, 2 h. 220,000 compounds, 0.37% hits;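 also: 0% = full FRET control wells and 100% = background wells lacking eIF4GI fragment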
14-3-3 Bad inh = inhibitors of 14-3-3 zeta/Bad binding, primary screen, biochemical, TR-FRET, bovine 14-3-3 zeta | TR-FRET 14-3-3zeta/Dy647-pBad peptide displacement, 1 h | inhibition, % at 21.7 µM | 220,000 compounds, 0.71% hits | AID 781, 2007;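 active = inhibition above about 70%, limit read from the data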;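 also: 0% = full 14-3-3 plus peptide FRET controls and 100% = background without 14-3-3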
Target sequence (P63103 whole entry, looked up): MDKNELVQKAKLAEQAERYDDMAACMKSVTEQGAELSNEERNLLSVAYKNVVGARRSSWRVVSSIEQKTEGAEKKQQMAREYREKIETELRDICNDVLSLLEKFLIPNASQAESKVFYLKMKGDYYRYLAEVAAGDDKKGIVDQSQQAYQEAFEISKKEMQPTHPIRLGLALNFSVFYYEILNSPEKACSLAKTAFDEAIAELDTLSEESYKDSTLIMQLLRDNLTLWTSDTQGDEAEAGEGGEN
Rad51 HR inh = human RAD51 strand exchange inhibitors, primary screen, biochemical, fluorescence | DNA repair protein RAD51 homolog 1 (Homo sapiens), Q06609 | hRad51 DNA strand exchange, fluorescence dequenching | inhibition, % at 10 µM | 200,000 compounds, 0.085% hits | AID 1385, 2008;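 active = inhibition above 40% at the single screening dose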;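 also: 0% = DMSO control wells and 100% = blanks with heterologous ssDNA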
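Material: human Rad51–ssDNA filaments; Probe or stimulus: labelled 47-mer dsDNA for strand exchange; Doses: single 10 µM dose; Incubation: 37 °C 15-min filament assembly, 30-min compound preincubation, 15-min exchange; Technique: FRET fluorescence dequenching, excitation 485 nm, emission 520 nm; Measure: Fluorescence-based percent inhibition, control- and blank-normalised; Benchmarks: plate control and blank wells.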
Cl transport mod = KCC2 cotransporter modulators, thallium flux, primary screen, cell-based, HEK293 KCC2, FluoZin-2 fluorescence, MLSMR; Solute carrier family 12 member 5 (Homo sapiens), Q9H2X9; KCC2 cells, thallium flux FluoZin-2 fluorescence; B-score of Tl+ flux slope (higher = more flux/activation; lower = inhibition) at 10 µM; 190,000 compounds, 2.2% hits;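 active = thallium flux slope and its plate-corrected score both differing from the plate sample mean at a set confidence after two filtering rounds, in either direction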;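 also: slope of fluorescence scaled to starting intensity during 10 to 20 s after thallium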
hK5 inh = human KLK5 protease inhibitors, primary screen, biochemical, 1536-well; Kallikrein-5 (Homo sapiens), Q9Y337; recombinant hK5, fluorogenic AMC substrate cleavage; inhibition, % at 5 µM; 210,000 compounds, 0.59% hits; AID 873, 2007;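 active = inhibition of 40% or more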;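 also: 0% = enzyme controls without compound and 100% = no-enzyme blanks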
Target sequence (Q9Y337 67-293 limits assumed): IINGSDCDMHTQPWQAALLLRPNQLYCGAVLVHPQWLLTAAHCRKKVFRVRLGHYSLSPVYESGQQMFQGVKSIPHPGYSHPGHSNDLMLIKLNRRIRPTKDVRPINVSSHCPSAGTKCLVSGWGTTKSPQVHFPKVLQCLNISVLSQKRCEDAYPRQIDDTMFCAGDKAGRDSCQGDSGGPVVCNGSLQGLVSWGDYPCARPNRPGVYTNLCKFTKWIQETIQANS
Furin inhibitor = human furin inhibitors, primary screen, biochemical, fluorescence intensity. purified furin, fluorogenic substrate cleavage. 220,000 compounds, 0.061% hits. inhibition, % at 30 µM; in the data active = inhibition above about 25%; also: inactives centre near -15
EBV gp42 block = Epstein-Barr virus gp42 inhibitors, primary screen, biochemical, uHTS, fluorescence polarization; Glycoprotein 42 (Epstein-Barr virus (strain AG876)), Q1HVG2; 220,000 compounds, 0.42% hits; inhibition, % (tested at 21.74 µM); Fluorescence polarization binding assay, mP read-out; in the data active = inhibition above about 50%
Target sequence (Q1HVG2 whole entry, looked up): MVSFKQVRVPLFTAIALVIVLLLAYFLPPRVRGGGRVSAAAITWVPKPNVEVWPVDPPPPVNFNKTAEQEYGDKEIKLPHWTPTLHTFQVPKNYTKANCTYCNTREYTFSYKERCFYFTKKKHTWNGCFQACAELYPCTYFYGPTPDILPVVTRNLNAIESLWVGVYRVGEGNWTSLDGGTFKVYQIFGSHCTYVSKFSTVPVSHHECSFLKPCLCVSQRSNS
Thrombin inh = human alpha-thrombin inhibitors, primary screen, counter-screen for coagulation protease inhibitor project, biochemical, 1536-well, fluorogenic AMC substrate | Prothrombin (Homo sapiens), P00734 | Boc-VPR-AMC fluorogenic substrate cleavage | inhibition, % at 5 µM | 220,000 compounds, 0.26% hits | AID 1046, 2008;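 active = inhibition at or above 40%; inactive = inhibition below 40%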;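 also: 0% = enzyme with no compound and 100% = wells without enzyme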
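System: Human alpha-thrombin protein | Medium: pH 7.5 Tris (50 mM) with NaCl 150 mM, Tween 20 0.05% | Times: Enzyme reaction carried out at room temperature | Detection: AMC fluorescence, 355/460 nm | Evaluation: Percent inhibition scaled between no-compound controls and no-enzyme blanks | Benchmarks: Enzyme without compound as high, wells lacking enzyme as low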
* hit, by the source's call; · = not tested or not shown; [ ] = another dose, or the depositor's remark.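 The calls were made as follows, unless noted: active = inhibition above about 30% (limit read from the data); inactive = the rest.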

Values run as follows: p47phox inh	eIF4E 4G PPI	14-3-3 Bad inh	Rad51 HR inh	Cl transport mod	hK5 inh	Furin inhibitor	EBV gp42 block	Thrombin inh
- CC1(C)CC(=O)C=C(NCc2ccc(C(=O)O)cc2)C1
→ -4	-1	-15	·	0.69	1	-19	2	-4
- CC(C)N1C(=O)C2ON(c3ccccc3)C(c3cccs3)C2C1=O (centres undefined)
→ 0	3	-2	1	0.29	0	-9	5	-3
- CN(Cc1ccno1)Cc1cn(C)nc1-c1ccc(Oc2ccccc2)cc1
→ 2	4	2	19	·	·	-10	-4	-5
- Cc1cccc(CCNC(=O)CC2C(=O)NCCN2CC2CCCCC2)n1 (centres undefined)
→ -5	-2	-17	-12	0.15	·	-27	8	-1
- CCOC(=O)c1cnn(-c2ccccc2)c1-n1cccc1C(=O)C(=O)Nc1ccc(OC)cc1
→ -23	-3	3	10	0.29	-15	-5	-18	3
- Cn1/c(=N/NC(=O)c2ccccc2Br)sc2ccccc21
→ 0	0	3	1	-0.086	-1	-15	-5	-7
- O=C(Nc1cc(S(=O)(=O)Nc2ccc(Cl)cc2)ccc1N1CCCCC1)c1ccc(F)cc1
→ 3	-1	13	-3	0.097	1	2	-27	-9
- Cc1cc2nc(/C=C/c3nc4cc(C)c(C)cc4[nH]3)[nH]c2cc1C
→ -35	17	64	0	0.67	-9	2	-38	-3
- CC(=O)c1ccc(NC(=O)CCSCCC(=O)Nc2ccc(C(C)=O)cc2)cc1
→ -14	-6	-3	-8	·	10	-16[20 µM]	-12	-2
- CCOC(=O)C1=C(C)NC(=O)NC1c1ccc([N+](=O)[O-])o1 (centres undefined)
→ -5	-2	2	-1	0.26	-8	-2	-10	-8
- COc1ccc(N2C(=O)CC(SCCc3nc4ccccc4[nH]3)C2=O)cc1 (centres undefined)
→ -10	6	-6	1	·	6	-21[20 µM]	-16	6
- COc1ccc(CCN(C(=O)C(F)(F)F)C(C(=O)NC2CCCC2)c2cccs2)cc1OC (centres undefined)
→ 8	-3[fluorescence artefact?]	-6	-8	·	-12	-11[20 µM]	0	-9
- CC(C)(C)c1cc(C(C)(C)C)cc(S(=O)(=O)CCc2ccccn2)c1
→ 0	2	14	-5	-1.4	-12	-8[20 µM]	-22	-3
- CC(=O)Nc1ccc(-c2csc(NC(=O)C3CC(=O)N(c4ccc5c(c4)OCCO5)C3)n2)cc1 (centres undefined)
→ -17	-3	5	1	0.014	-1	-26	1	-1
- COc1ccccc1NC(=O)N1CCC(c2nc3cc(C)c(C)cc3[nH]2)CC1
→ 9	4	-3[fluorescence artefact?]	1	-0.12	-2	-7[20 µM]	-7	-1
- CCCCC(=Nc1ccc(N)cc1)C1=C(O)C(C(=O)OC)C(C)(C)CC1=O (centres undefined)
→ 14	1	-1[fluorescence artefact?]	7	-0.18	-19	-12[20 µM]	-10	-4
- Cc1[nH]n(-c2cccc(Cl)c2)c(=O)c1-c1ccc(Cl)cc1
→ -7	2	7	2	·	3	-21[20 µM]	2	-3
- O=C(N/N=C/c1c[nH]c2ccccc12)c1ccn(Cc2ccc(Cl)cc2)n1
→ -20	-10	1	-3	-0.93	-9	-4	17	-3
- Cc1ccc(C(NC(=O)c2ccccc2)C(Cl)(Cl)Cl)cc1 (centres undefined)
→ -1	3[fluorescence artefact?]	-5	6	1.7	-5	-18	3	-2
- CS(=O)(=O)N1CCN(c2ccc(NC(=O)Cc3ccccc3)cc2)CC1
→ -11	-4[fluorescence artefact?]	-12[fluorescence artefact?]	-8	0.64	-12	4[20 µM]	5	-6
- CCN1C(=O)/C(=C/c2ccc(C)s2)SC1=Nc1ccc(OC)cc1
→ -7	-5	-12	-3	-1.4	-1	-19[20 µM]	-15	-2
- CN1CCN(Cc2cccc(Oc3ccc(Cl)cc3)c2)CC1
→ -1	0	62[fluorescence artefact?]	1	0.51	-7	-14[20 µM]	3	-5
- COC(=O)c1c(C)oc2ccc(N(C(=O)Oc3ccccc3)S(=O)(=O)c3ccc(Cl)c([N+](=O)[O-])c3)cc12
→ -82	19	0	-2	-0.076	-18	-9	-8	-8
- CCCCN1CN(S(=O)(=O)c2cccs2)c2nc3ccccc3nc21
→ 2	·	·	-1	0.92	-9	-15[20 µM]	-20	1
- CCCCCC1CC(=O)N(Cc2ccc(Cl)cc2)C(=O)N1 (centres undefined)
→ -13	-2	-6	8	0.5	-3	-27	-8	3
- Cc1nn(C)c(C)c1CN(C)C(=O)c1nn2c(c1Br)NC(c1cccs1)CC2C(F)(F)F (centres undefined)
→ -1	-5[fluorescence artefact?]	-12[fluorescence artefact?]	-1	-1.6	-20	-5	8	-2
- CCn1c(COc2ccccc2)nnc1SCC(=O)Nc1ccc2c(c1)OCCO2
→ -15	-1	7	6	0.12	-25	-26	-21	1
- Cc1cccc(N=Cc2cc3c(cc2[N+](=O)[O-])OCO3)c1
→ -7	6	4	-15	0.052	-1	-19	-20	6
- COc1ccc(-c2cc(C(=O)Nc3cnn(Cc4ccccc4C)c3)no2)cc1OC
→ -1	-4	-4	1	0.19	18	-23	18	-6
- O=C(/C=C/c1ccccc1)N1CCN(C(=O)c2ccco2)CC1
→ -10	-2[fluorescence artefact?]	3	-6	0.13	-5	-17[20 µM]	-24	-1
- COc1cc(CCN2C(=O)c3cccc4cccc(c34)C2=O)c(S(=O)(=O)NCCCO)cc1OC
→ -9	0	2	7	·	4	-4	-11	3
- Cn1c(=O)[nH]c(=O)c2c1nc(N(CCO)Cc1ccccc1)n2CCCc1ccccc1
→ -5	2	-4[fluorescence artefact?]	·	·	-6	-25	-7	3
- O=C(Nc1ccc2c(c1)OCCO2)c1cccs1
→ -6	-4	-14	·	1.1	-4	-20	-4	-7
- O=C(NNC(=O)[C@@H]1CCCC[C@@H]1C(=O)O)c1cccs1
→ -10	-1[fluorescence artefact?]	-15	-1	1.4	-9	-18[20 µM]	-11	-4
- COCC(=O)n1nc(-c2ccccc2)nc1NCc1ccc(N(C)C)cc1
→ -5	-1	-6	14	1.2	-25	-29	7	12
- CCCCOC(=O)Nc1cccc(Cl)c1C
→ -6	2	7	3	·	0	-28[20 µM]	-6	2
- Cc1ccc(NC(=O)Cn2c(=O)cnc3ccccc32)cc1S(=O)(=O)N(C)C
→ 8	-2	5	6	-0.58	-6	-9	-4	-9
- N#C/C(=C1/CCCCCN1)c1nc2ccccc2s1
→ -44	2[fluorescence artefact?]	-16	1	0.77	-2	-26	-7	2
- Cc1ccc(S(=O)(=O)N(C)C)cc1NC(=O)C1CCCC1
→ -9	4	-10	-4	0.69	-8	-20	-21	-5
- Cn1c(SCC(=O)C(C)(C)C)nnc1-c1cccnc1
→ -6	4	2	4	0.29	-12	0	11	5
- C=C(C)CNC(=S)N/N=C/c1c(F)cccc1F
→ -10	0	-10	-1	16*	5	-21	-2	-4
- CCOC(=O)c1[nH]ncc1CN1CCN(Cc2ccc(C)cc2)C(CCO)C1 (centres undefined)
→ -3	1	-7	·	·	-2	-8	-9	-1
- CCONc1ncnc2nonc12
→ -11	-1	-18	-38	0.04	-10	-21	-11	-6
- NC(=O)CC1C(=O)N(c2ccc(F)cc2)C(=O)N1NC(=O)CCc1ccccc1 (centres undefined)
→ 0	-3	0	2	-0.79	-1	-10	5	-5
- Cc1cccc(C)c1NC(=O)CCn1cnc2ccccc2c1=O
→ -13	-3	-1	-12	-0.73	-22	-20	-6	0
- Cc1ccccc1C(=O)Oc1cc(N)n(S(C)(=O)=O)n1
→ -10	4	-1	-24	-0.0049	0	-13	0	-4
- CSc1ccccc1C(=O)NCc1ccc2c(c1)OCO2
→ -5	2	-4	·	0.54	1	-20[20 µM]	-7	-3
- O=C(Nc1ccc(C(F)(F)F)cc1)C1CCCN1S(=O)(=O)c1cccc2cccnc12 (centres undefined)
→ -20	14[fluorescence artefact?]	-5	·	-1	-16	-33	-6	2
- COC(=O)CCCCCCCCC(=O)Nc1nc2ccccc2s1
→ -5	-20	-9[fluorescence artefact?]	-2	0.17	-9	-21[20 µM]	-10	1
- CC(=O)c1c(O)cc(C)n(-c2ccc(F)cc2)c1=O
→ 1	1	-1	7	-0.011	-20	-10	-11	4
- Cc1ccc(C(=O)Nc2ccccc2SCC2CSc3nc4ccccc4c(=O)n32)cc1 (centres undefined)
→ 1	-5	-3	·	-1.7	1	-3[20 µM]	-10	4
- COC(=O)C1(O)CC(C(C)C)=NN1C(=O)c1ccccc1 (centres undefined)
→ -4	-1[fluorescence artefact?]	-6[fluorescence artefact?]	·	0.33	-12	-3	3	-4
- Cc1nc(SCC(=O)NCc2ccco2)c2c(=O)n(C)c(=O)n(CC(C)C)c2n1
→ -11	-4	-13	2	-0.049	1	-28	5	3
- COC(=O)c1nnn(-c2ccsc2C(=O)OC)c1C(=O)OC
→ -6	-2	2	-2	-1.5	3	-15	3	0
- CC1(C)OC(c2ccccc2)=C/C(=C/C=N/NC(=O)c2ccncc2)O1
→ -7	-2	-5	·	-0.73	-4	15	-10	4
- CCOc1ccc(Br)cc1CNCCN1CCOCC1
→ -1	5	25[fluorescence artefact?]	19	0.83	-19	2	-9	-2
- N#Cc1nc(-c2ccc(F)cc2)oc1NCCN1CCOCC1
→ 2	2[fluorescence artefact?]	5[fluorescence artefact?]	-1	1.1	1	-18	-15	-3
- O=C(/C=C/c1cccs1)c1cc(Cl)ccc1OC(=O)N1CCOCC1
→ -13	1	-1	-1	-2.4	-6	-3[20 µM]	-1	-2
- COc1ccc(OC)c(-c2nnc(SCC(=O)NC3CCCCC3)o2)c1
→ -16	7	4	-5	-0.58	-7	-15	-9	-3
- CCOc1ccc(CNCCNC(=O)c2nonc2N)cc1
→ -5	-4	-4	-2	0.48	-1	-37	-11	-23

Remaining list, next part
Values run as follows: p47phox inh	eIF4E 4G PPI	14-3-3 Bad inh	Rad51 HR inh	Cl transport mod	hK5 inh	Furin inhibitor	EBV gp42 block	Thrombin inh
- CCCCOc1ccccc1C(=O)NCC(=O)O
→ 5	-2	-6	3	-0.45	-21	-27	-3	-3
- Cc1cc(C(=O)NCCc2ccc(Cl)cc2)n(-c2ccccc2)n1
→ -5	-3	-5	15	-0.011	1	-26	-1	-3
- NNC(=O)CNC(c1ccccc1)c1cc(Br)ccc1NC(=O)CCN1CCOCC1 (centres undefined)
→ -9	5	-16	10	0.65	-11	-23[20 µM]	13	0
- CC(=O)c1ccc(-n2c(SCC(=O)c3c[nH]c4ccccc34)nc3ccccc3c2=O)cc1
→ -35	2	17[fluorescence artefact?]	-4	-0.28	-13	-2	-16	-9

Random excerpt: 2 compounds from above.
Values run as follows: p47phox inh	eIF4E 4G PPI	14-3-3 Bad inh	Rad51 HR inh	Cl transport mod	hK5 inh	Furin inhibitor	EBV gp42 block	Thrombin inh
- CC(=O)c1ccc(-n2c(SCC(=O)c3c[nH]c4ccccc34)nc3ccccc3c2=O)cc1
→ -35	2	17[fluorescence artefact?]	-4	-0.28	-13	-2	-16	-9
- CCCCOc1ccccc1C(=O)NCC(=O)O
→ 5	-2	-6	3	-0.45	-21	-27	-3	-3
